GDH-TPI inh – GDH-TPI coupling enzyme inhibitors, primary screen, artefact control for M. tuberculosis FBA inhibitor project, biochemical, absorbance, full deck; GDH-TPI coupled enzyme counterscreen, NADH absorbance; inhibition, % at 4.8 µM; 360,000 tested, 1.2% active; AID 588335, 2011; in the data active means inhibition above about 30%;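 further: 0% = DMSO wells and 100% = wells lacking the enzyme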
SARS 3CLpro inh – SARS-CoV 3CLpro protease inhibitors, primary screen, biochemical, quenched FRET; recombinant SARS-CoV 3CLpro, quenched FRET peptide cleavage; inhibition, % at 6 µM; AID 1706, 2009; Replicase polyprotein 1ab (Severe acute respiratory syndrome coronavirus), P0C6X7; 290,000 tested, 0.14% active; in the data active means inhibition above about 12%
SSB-PriA inh – inhibitors of Klebsiella pneumoniae PriA binding to SSB C-terminal tail, primary screen, biochemical, AlphaScreen | inhibition, % at 33 µM | PriA–SSB C-terminal tail interaction (Klebsiella pneumoniae) | 430,000 tested, 0.6% active | AlphaScreen SSBct-PriA binding, biotinylated peptide; in the data active means inhibition mostly above about 37%, no sharp cut-off; inactive means mostly below about 20%;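 further: plate controls were negative control peptide for no effect and reference peptide for full effect; strong numbers were not always called active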
MazEF act – activators of E. coli MazEF toxin-antitoxin RNase, primary screen, biochemical, fluorescence, uHTS; 350,000 tested, 0.32% active; FAM/BHQ RNA-DNA oligo cleavage fluorescence, 5 h; activation, % at 20 µM; in the data active means activation above about 50%
Vc quorum ag – inducers of Vibrio cholerae quorum light production without autoinducers, primary screen, BH1578 luxS cqsA deficient, single point | 350,000 tested, 0.16% active | V. cholerae BH1578 lux reporter, luminescence, 6 h | activation, % at 18.7 µM; in the data active means activation mostly above about 9.7%, no sharp cut-off; further: not every result past the cut was called active; inactives centre near 0; reference of the scale not given here
UGM FP inh – M. tuberculosis UGM enzyme inhibitors, primary screen, biochemical, fluorescence polarization, single point | UDP-galactopyranose mutase (Mycobacterium tuberculosis (strain ATCC 25618 / H37Rv)), … | purified UGM, fluorescence polarization probe displacement | AID 504406, 2011 | inhibition, % at 10 µM | 320,000 tested, 0.06% active; in the data active means inhibition above about 10%, passing the limit was not always enough
Target sequence (P9WIQ1 whole entry, looked up): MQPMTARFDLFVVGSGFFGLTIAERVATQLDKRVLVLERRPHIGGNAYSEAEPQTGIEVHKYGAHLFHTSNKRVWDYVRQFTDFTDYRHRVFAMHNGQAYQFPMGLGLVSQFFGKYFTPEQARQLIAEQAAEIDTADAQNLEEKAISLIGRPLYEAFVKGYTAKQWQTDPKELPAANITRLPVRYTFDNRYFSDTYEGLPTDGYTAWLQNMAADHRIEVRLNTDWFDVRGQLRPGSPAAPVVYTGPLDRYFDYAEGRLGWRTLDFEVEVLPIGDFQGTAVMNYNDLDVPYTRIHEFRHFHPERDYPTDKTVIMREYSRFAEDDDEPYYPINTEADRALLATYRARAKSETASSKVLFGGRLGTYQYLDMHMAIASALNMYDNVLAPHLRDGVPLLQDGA
VHR inh abs – VHR1 phosphatase inhibitors, primary screen, biochemical, absorbance, uHTS. Dual specificity protein phosphatase 3 (Homo sapiens), P51452. recombinant VHR phosphatase, pNPP absorbance. inhibition, % at 13.3 µM. 290,000 tested, 0.52% active. AID 1654, 2009; in the data active means inhibition above about 50%; further: some compounds called inactive have numbers as strong as hits
Target sequence (P51452 whole entry, looked up): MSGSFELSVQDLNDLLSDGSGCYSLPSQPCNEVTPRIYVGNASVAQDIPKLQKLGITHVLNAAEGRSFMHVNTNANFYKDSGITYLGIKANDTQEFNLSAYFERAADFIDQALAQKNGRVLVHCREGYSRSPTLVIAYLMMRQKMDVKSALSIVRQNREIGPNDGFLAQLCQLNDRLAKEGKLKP
FBA Mtb inh – Mtb FBA enzyme inhibitors, primary screen, biochemical, fluorescence, strain H37Rv | 360,000 tested, 2.3% active | inhibition, % at 1 µM | Fructose-bisphosphate aldolase (Mycobacterium tuberculosis (strain ATCC 25618 / H37Rv)), … | purified M. tuberculosis FBA, fluorescence read-out; in the data active means inhibition above about 27%;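 further: 0% = vehicle and 100% = reference inhibitor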
Rv3671c inh – Rv3671c serine protease inhibitors, primary screen, biochemical, fluorescence polarization, M. tuberculosis H37Rv. inhibition, % at 5.96 µM. 320,000 tested, 0.048% active. AID 2606, 2010; in the data active means inhibition above about 38%;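 further: extracellular domain of Rv3671c used as enzyme; 0% = enzyme with DMSO and 100% = no enzyme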
Target sequence (P9WHR9 whole entry, looked up, the tested form may be a part): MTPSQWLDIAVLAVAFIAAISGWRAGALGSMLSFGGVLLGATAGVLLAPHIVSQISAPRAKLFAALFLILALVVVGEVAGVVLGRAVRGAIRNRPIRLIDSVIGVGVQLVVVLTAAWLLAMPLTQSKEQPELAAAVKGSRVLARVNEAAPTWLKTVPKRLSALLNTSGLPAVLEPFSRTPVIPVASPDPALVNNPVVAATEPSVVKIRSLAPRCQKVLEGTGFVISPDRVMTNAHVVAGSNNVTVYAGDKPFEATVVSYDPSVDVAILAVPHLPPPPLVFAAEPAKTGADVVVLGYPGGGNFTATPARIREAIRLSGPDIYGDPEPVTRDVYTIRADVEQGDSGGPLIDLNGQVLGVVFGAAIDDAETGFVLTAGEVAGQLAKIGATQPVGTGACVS
BioA inh – M. tuberculosis BioA enzyme inhibitors, primary screen, biochemical, plate reader, single point, HTS; inhibition, % at 9.99 µM; purified M. tuberculosis BioA enzyme; 360,000 tested, 0.096% active; in the data active means inhibition above about 40%
Numbers without * were called inactive; i = inactive; · = no result given; & = joins results of further samples; ! = not confirmed by another sample.

SMILES	GDH-TPI inh	SARS 3CLpro inh	SSB-PriA inh	MazEF act	Vc quorum ag	UGM FP inh	VHR inh abs	FBA Mtb inh	Rv3671c inh	BioA inh
C[C@H]1CN([C@@H](C)CO)C(=O)CCCn2nncc2CO[C@H]1CN(C)S(=O)(=O)c1ccc(Oc2ccccc2)nc1	2.1	·	·	0.2	i	·	·	-0.7	·	1.2&0.9
O=C(COC(=O)CCC1CCCC1)Nc1ccccc1Sc1ccccc1	-1.9	-0.3	-59.8	-14.8	-0.4	2.8	-5.7	-2.2	-3.4	·
CC(NC(=O)C(=O)N1CCCCC1)C(c1cccs1)N1CCN(c2ccccc2F)CC1 (centres undefined)	1.9	-2.8	2.7	-4.9	-0.6	5.8	-8.2	-2.3	-2.9	0.1
C[C@@H]1C2C[C@@]34COC(=O)C3=CC=C[C@H]4[C@@]13C[C@H](c1ccoc1)O[C@@H]3O2	·	0.8	-9.2	3.5	·	0.4	24.0	·	-10.2	·
O=C(COC(=O)/C=C/c1ccc([N+](=O)[O-])cc1)NCC1CCCO1 (centres undefined)	15.2	7.1	1.0	-1.6	-0.9	-0.7	21.8	4.2	-3.2	·
COC(=O)C1=C(c2ccc3ccccc3c2)C[C@@H]2CC[C@H]1N2C(=O)N1CCCC1	14.3	·	12.1	2.8	2.9	-0.7	·	5.4	-8.9	4.3
CC(=O)c1ccccc1C(=O)N1CCCC(C(=O)c2ccc(C(F)(F)F)cc2)C1 (centres undefined)	0.0	-0.8	-12.8	-17.0	-0.4	-0.2	16.6	5.4	3.2	-6.3
Cc1cccc(C(=O)N=c2c(C#N)cc3c(=O)n4cccc(C)c4nc3n2Cc2ccco2)c1	7.8&9.1	-1.4	-9.0&-10.4	53.8*!	-1.0&-0.3	1.8	-12.0	168.1*	-11.2	-2.4
CCC(=O)Nc1cc2c(C)cc(=O)oc2cc1C	6.2	1.0	-9.9	3.3	-0.4	0.6	55.6*	15.2	-3.4	1.0
COc1ccc(-n2nc(C(=O)NCC(=O)N3CCCCC3)c3ccccc3c2=O)cc1	1.9	1.4	-12.6	0.0	i	-0.8	11.8	-1.9	3.5	0.1
CCCCOC(=O)/C=C\C(=O)NC(N)=O	6.2	2.3	-3.4	2.1	-0.4	2.1	35.5	-0.9	-1.0	-2.4
O=C(COC(=O)Cc1n[nH]c(=O)c2ccccc12)Nc1ncc(Cl)cc1Cl	8.0	·	-1.0	0.6	i	4.1	·	6.5	8.5	0.9
COc1cc(C(=O)NCCC(=O)NCCN2CCOCC2)cc(OC)c1OC	9.5	-5.8	-17.3	-2.8	-0.3	1.8	11.3	-0.3	-12.1	-2.3
O=P(Nc1cccnc1)(Oc1ccccc1Cl)Oc1ccccc1Cl	-11.1	-6.5	1.3	12.7	-0.3	-1.6	8.5	0.8	7.4	·
N#Cc1c(N)n[nH]c1Cc1cccc2ccccc12	-6.2	·	-1.6	5.0	i	0.4	·	2.7	-15.3	-0.6
CCN(CC)C(=O)CSc1nnc(CCN)o1	17.3	-3.5	-8.6	2.5	-0.1	3.5	14.7	0.2	-4.0	0.5
O=C(NCc1ccco1)C(C(=O)c1ccc(F)cc1)n1ccccc1=O (centres undefined)	2.2	0.1	-17.1	8.1	0.4	-4.6	31.9	1.8	-1.6	-2.0
O=C1C2C3C=CC(C3)C2C(=O)N1c1ccncc1 (centres undefined)	4.1	-1.9	-2.2	1.0	i	5.3	35.1	0.1	-4.2	-0.1
Cc1cccc(NC(=O)CC23CC4CC(C2)CC(n2nnc(C)n2)(C4)C3)c1	-8.6	-2.1	-10.9	-8.0	-0.1	3.8	7.6	3.7	-0.1	0.6
COc1cc(OC)cc(C(=O)NNC(=O)c2ccc(-n3cncn3)c([N+](=O)[O-])c2)c1	17.2	·	-18.8	8.2	-0.5	1.9	·	-0.6	-0.7	-1.1
C[C@]12CCC3C(CC[C@H]4C[C@H](O)CC[C@]34C)C1[C@@H](O)C[C@@H]2O (some centres undefined)	1.3	·	-8.8	0.8	7.1	0.9	·	-2.3	5.7	-0.7
COc1ccc(N2CCN(CC(=O)NC(=O)NCc3ccco3)CC2)cc1	4.8	1.7	4.0	4.6	0.3	-2.5	22.5	-0.2	7.1	·
COc1ccc(-c2c(-c3ccc(C#N)cc3)oc(=O)c3cc(OC)c(OC)cc23)cc1	20.6	·	-33.1	-16.4	-0.4	3.5	·	18.5	-9.4	0.3
c1ccc(N2CCN(C3CC4CCC3C4)CC2)cc1 (centres undefined)	16.8	-2.5	-14.1	8.1	14.6	-2.0	20.8	-0.6	-2.3	-0.8
O=C(NCC(=O)N1CCN(S(=O)(=O)/C=C/c2ccccc2)CC1)c1ccccc1F	3.7	1.6	16.8	10.8	-1.0	0.3	16.5	-1.0	1.7	·
Cc1ccc(-n2nc3ccc(NC(=O)c4ccc5c(c4)OCO5)cc3n2)cc1	6.1	-0.6	7.2	-1.9	-12.5	1.6	10.4	6.4	-25.3	-1.0
O=[N+]([O-])c1ccc(S(=O)(=O)NN=Cc2ccc3c(c2)OCO3)cc1	16.1	·	6.0	6.7	·	·	·	-0.7	·	·
CCCc1nnc(SCC(=O)Nc2ccc(NC(C)=O)cc2)n1-n1cccc1	1.4	·	10.4	0.5	i	2.1	·	-0.2	-3.7	-1.4
O=C(NCc1ccccc1)c1cc(C2CCCCN2C(=O)c2ccc(Cl)cc2)on1 (centres undefined)	9.1	·	·	·	i	·	·	-1.0	·	0.6
N/C(=N\OC(=O)c1ccc(Cl)cc1)c1cccnc1	12.9	6.2	·	7.3	-1.3	0.7	-6.1	2.7	2.2	0.7
Cc1cc(C)nc(NS(=O)(=O)c2ccc(NC(=O)CN3C(=O)c4ccccc4C3=O)cc2)n1	·	0.8	·	·	·	0.3	28.6	·	5.6	·
CC(=O)N1CC2(NC(=O)c3ccccc3N2)c2ccccc21 (centres undefined)	4.3	-0.3	-15.7	0.5	-0.3	-0.2	21.1	80.4*	1.0	0.1
CCOc1cccc(OCCCNCCCOC)c1	-9.7	-3.3	-25.4	4.2	1.1	0.0	40.7	-0.5	-3.3	·
COc1cc(CN2C(=O)C(Cc3ccccc3)ON=C2c2ncccc2C)cc(OC)c1 (centres undefined)	11.1	·	·	·	i	·	·	3.5	·	-0.4
CCOC(=O)c1cnc2c(CC)cccc2c1NCCN1CCOCC1	12.6	-2.2	7.7	5.4	i	0.6	20.4	1.0	-0.2	-2.3
Cc1ccc(C(C(=O)NC2CCCCC2)N(C(=O)c2csnn2)C2CCCC2)o1 (centres undefined)	3.9	-10.1	-5.6	3.0	i	-0.7	16.9	-3.6	1.9	0.3
O=C(OCC(O)C(O)COC(=O)c1ccccc1)c1ccccc1 (centres undefined)	-5.0	5.2	-7.1	3.0	i	-1.5	32.2	-1.4	13.5	0.2
CC1CCN(C(=O)c2ccc3ccccc3c2)CC1	2.4	-0.1	-0.6	9.6	-0.3	-1.8	16.7	2.7	0.1	-1.9
COCc1ccc(CN2CCC(n3nccc3NC(=O)CCCc3ccccc3)CC2)o1	5.7	-1.1	1.3	-0.1	i	0.4	37.7	-1.5	5.4	0.6
O=C(NCc1ccco1)c1cccc(-c2ccc3nncn3c2)c1	8.4	·	·	·	-0.6	·	·	-0.7	·	12.2
CC(OC(=O)CNC(=O)c1ccccc1)C(=O)Nc1ccc(S(=O)(=O)N2CCOCC2)cc1 (centres undefined)	7.6	·	-20.2	2.1	3.7	·	·	4.8	·	2.3
COc1ccc2[nH]c(=O)c(CN(C(=O)c3cccnc3)c3ccc(C)cc3C)cc2c1	5.0	1.0	-6.8	3.6	i	-2.3	20.1	7.8	-2.7	-1.7
COc1ccc(-c2c(C#Cc3ccsc3)c3cc(-c4ccc(C(N)=O)cc4)ccc3n2C)cc1	12.1	·	-7.1	-6.6	2.8	3.3	·	3.0	-8.7	1.3
COc1ccc(CCNC(=O)c2c(C)noc2C)cc1	3.5	-3.2	-5.7	7.9	-7.1	1.1	25.9	-0.8	3.3	-0.2
COc1ccc(/C=N/NS(=O)(=O)c2ccccc2)cc1OC	0.7	1.2	·	4.4	3.3	-0.7	23.3	-0.8	-1.5	-0.9
Cc1ccc(NC(=O)COC(=O)CCc2ccccc2)c(Cl)c1	2.5	5.7	-16.1	5.8	i	0.4	-8.1	-2.1	-1.5	0.1
Cc1ccc2c(c1)C(C)CC(C)(C)N2C(=O)CN1CCN(C)CC1 (centres undefined)	2.6	0.5	-1.1	-0.6	-3.6	-0.4	4.8	0.0	12.7	·
COc1cc2c(C(=O)N3CCN(c4cccc(Cl)c4)CC3)cn(C)c(=O)c2cc1OC	3.1	-5.2	-7.8	7.1	2.9	1.2	26.4	0.5	-5.8	·
CCOC(=O)C1(Cc2cccc(Cl)c2)CCCN(C(=O)c2cc(C)on2)C1 (centres undefined)	-2.1	-0.4	-7.6	1.7	0.7	-2.6	3.6	-1.0	·	-0.7
CCO[C@@H]1OC(C(=O)N2CCN(Cc3ccccc3)CC2)=C[C@H](c2coc3ccccc3c2=O)[C@H]1CCCO	2.5	-1.4	1.8	3.3	-0.6	2.9	-1.6	0.7	5.4	-1.3

Taken from the results shown for reference:
SMILES	GDH-TPI inh	SARS 3CLpro inh	SSB-PriA inh	MazEF act	Vc quorum ag	UGM FP inh	VHR inh abs	FBA Mtb inh	Rv3671c inh	BioA inh
Cc1ccc2c(c1)C(C)CC(C)(C)N2C(=O)CN1CCN(C)CC1 (centres undefined)	2.6	0.5	-1.1	-0.6	-3.6	-0.4	4.8	0.0	12.7	·
COc1cc2c(C(=O)N3CCN(c4cccc(Cl)c4)CC3)cn(C)c(=O)c2cc1OC	3.1	-5.2	-7.8	7.1	2.9	1.2	26.4	0.5	-5.8	·
CCOC(=O)C1(Cc2cccc(Cl)c2)CCCN(C(=O)c2cc(C)on2)C1 (centres undefined)	-2.1	-0.4	-7.6	1.7	0.7	-2.6	3.6	-1.0	·	-0.7

New compounds follow:
SMILES	GDH-TPI inh	SARS 3CLpro inh	SSB-PriA inh	MazEF act	Vc quorum ag	UGM FP inh	VHR inh abs	FBA Mtb inh	Rv3671c inh	BioA inh
Cc1ccc(NC(=O)COC(=O)C2(CC(=O)NC(C)(C)C)CCCC2)cc1C	0.8	·	-5.3	2.7	10.6	-1.4	·	-1.5	3.2	-1.1
CCc1ccc(NC(=O)C2CCN(S(=O)(=O)c3ccc4c(c3)NC(=O)C(C)S4)CC2)cc1 (centres undefined)	-2.4	4.9	5.0	4.1	-0.2	0.1	9.7	0.1	-50.9	-4.8
CCOc1ccccc1NC(=O)c1ccccc1N(C)S(=O)(=O)c1ccc(C)cc1	22.4	·	-1.0	2.6	0.0	2.6	·	5.1	1.6	·
Cc1c(C(=O)c2ccccc2)c2ccccn2c1CCc1ccccn1	-6.6	1.0	2.2	3.0	-0.2	3.5	17.8	-4.0	0.1	·
COC(=O)CCN1CCC2CC1c1cc(N3CCCCC3)ccc12 (centres undefined)	-2.4	·	·	-1.0	1.1	·	·	-1.4	·	-1.8
COC(=O)[C@H](CC(C)C)NC(=O)NCCC1=CCCCC1	8.8	3.1	-5.1	-3.0	1.5	4.5	-10.3	-0.9	-3.2	·

Compound activity (PubChem BioAssay)

This is a subset; count on the stated rates, not on these rows.
